High-throughput results from PubChem.
UPR XBP1 act – activators of adaptive XBP1 UPR arm, primary screen, cell-based, CHO-XBP1 luciferase reporter, luminescence, uHTS | activation, % at 20 µM | IRE1-XBP1 UPR activation; percent of tunicamycin response, DMSO as zero | hit rate 0.33% among 330,000 | AID 463104, 2010;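 active = versus positive control, 20 µM dose yields 30% or more activation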;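 also: 100% = tunicamycin at 10 µg/mL and 0% = DMSO only wells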
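Material: CHO cell line with stable XBP1 luciferase reporter; schedule: 16-18 h cell attachment at 37 °C, then 6 h compound exposure; signal: glow luminescence from Steady-Glo reagent; medium: serum-containing F12 medium, 10% FBS; benchmarks: tunicamycin 10 µg/mL and vehicle-only wells; read-out: percent activation relative to tunicamycin reference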
APJ antag – antagonists of human apelin receptor APJ, primary screen, CHO-K1 cells, beta-arrestin complementation, luminescence. P35414. inhibition, % at 20 µM. hit rate 0.32% among 330,000;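 active = inhibition above about 40% at 20 µM, limit read from the data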;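 also: cells challenged with 10 nM apelin-13 agonist together with compound; plate controls were apelin-13 plus DMSO wells for no effect and DMSO wells lacking apelin-13 for full effect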
CXCR6 inh – CXCR6 receptor inhibitors, primary screen, cell-based, beta-arrestin, luminescence, CHO-K1 PathHunter, 1536-well | C-X-C chemokine receptor type 6 (Homo sapiens), O00574 | inhibition, % at 20 µM | hit rate 0.36% among 360,000 | AID 602244, 2012; in the data active = inhibition above about 34%, passing the limit was not always enough;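 also: antagonist mode with CXCL16 agonist at 10 nM final; 0% = 10 nM CXCL16 with DMSO and 100% = unstimulated wells without agonist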
tim23-1 inh – growth inhibitors of tim23-1 mutant yeast, primary screen, luminescence, uHTS; AID 463212, 2010; S. cerevisiae tim23-1 growth, BacTiter-Glo luminescence, 24 h; hit rate 1.3% among 330,000; inhibition, % at 20 µM;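 active = growth inhibition of the mutant yeast at or above 50%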;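 also: temperature-sensitive mutant grown at 25 °C; plate controls were DMSO-treated mutant yeast for no effect and medium wells lacking yeast for full effect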
tim10-1 inh – growth inhibitors of tim10-1 mutant yeast, primary screen, luminescence, uHTS | AID 463190, 2010 | inhibition, % at 20 µM | S. cerevisiae tim10-1 ts strain growth, BacTiter-Glo, 24 h | hit rate 2.2% among 330,000;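 active = inhibition of at least 40%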;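 also: mutant grown at 25 °C; 0% = DMSO wells with yeast and 100% = wells holding no yeast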
Mdm2-MdmX inh – inhibitors of human Mdm2-MdmX association, primary screen, cell-based, luminescence, split luciferase, SaOS-2, uHTS. Protein Mdm4 (Homo sapiens) + E3 ubiquitin-protein ligase Mdm2 (Homo sapiens), …. hit rate 3% among 330,000. SaOS-2 split-luciferase Mdm2/MdmX complementation. AID 485346, 2010. inhibition, % at 8 µM;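 active = inhibition of at least 50% at 8 µM in the primary screen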
Target sequence (O15151 whole entry, looked up): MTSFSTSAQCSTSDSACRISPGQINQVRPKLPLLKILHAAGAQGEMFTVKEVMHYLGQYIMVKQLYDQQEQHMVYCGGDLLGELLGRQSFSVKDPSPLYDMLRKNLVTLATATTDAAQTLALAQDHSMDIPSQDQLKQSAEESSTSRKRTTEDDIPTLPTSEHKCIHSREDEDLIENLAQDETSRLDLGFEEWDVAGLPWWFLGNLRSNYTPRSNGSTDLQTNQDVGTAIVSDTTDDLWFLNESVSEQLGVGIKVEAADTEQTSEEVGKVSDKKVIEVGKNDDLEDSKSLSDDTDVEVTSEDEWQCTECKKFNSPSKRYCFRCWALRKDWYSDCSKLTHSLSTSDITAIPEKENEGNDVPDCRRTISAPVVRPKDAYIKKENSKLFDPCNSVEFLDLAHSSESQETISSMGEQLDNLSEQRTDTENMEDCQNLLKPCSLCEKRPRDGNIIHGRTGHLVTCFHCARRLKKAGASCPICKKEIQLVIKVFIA
Target sequence (Q00987 whole entry, looked up): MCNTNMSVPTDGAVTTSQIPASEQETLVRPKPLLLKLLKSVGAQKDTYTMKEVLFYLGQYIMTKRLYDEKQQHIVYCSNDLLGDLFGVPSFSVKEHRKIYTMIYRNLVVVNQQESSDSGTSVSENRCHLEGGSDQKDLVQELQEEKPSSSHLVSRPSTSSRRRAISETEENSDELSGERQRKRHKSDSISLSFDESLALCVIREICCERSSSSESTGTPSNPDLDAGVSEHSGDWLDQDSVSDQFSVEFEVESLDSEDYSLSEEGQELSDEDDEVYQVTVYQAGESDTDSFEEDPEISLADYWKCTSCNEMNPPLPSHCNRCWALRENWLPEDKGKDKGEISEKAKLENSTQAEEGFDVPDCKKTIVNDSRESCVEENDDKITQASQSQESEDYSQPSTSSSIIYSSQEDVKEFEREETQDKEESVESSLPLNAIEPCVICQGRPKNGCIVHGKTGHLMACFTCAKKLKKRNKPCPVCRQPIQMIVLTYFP
APJ agonist – agonists of human apelin receptor APJ, primary screen, CHO-K1 cells, PathHunter beta-arrestin, luminescence | 0% DMSO wells, 100% apelin | activation, % at 20 µM | P35414 | hit rate 0.11% among 330,000;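 active = activation more than six SD over the plate average, tested at 20 µM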;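 also: 0% = DMSO alone and 100% = apelin-13 at 10 nM; some results filed as inactive read as strong as hits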
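Incubation: overnight seeding, 90 min compound at 25 °C, 1 h detection; test system: PathHunter CHO-K1 APJ (AGTRL-1) beta-arrestin reporter cells; amount: 1000 cells/well; doses: one dose, 20 µM compound, 1% DMSO; measured by: beta-gal luminescence; measure: agonist-driven arrestin binding to APJ; benchmarks: negative DMSO alone, positive Apelin-13 at 10 nM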
UPR CHOP act – activators of apoptotic CHOP UPR arm, primary screen, cell-based, CHO-CHOP luciferase reporter, luminescence, uHTS | UPR activation; percent of tunicamycin response over DMSO baseline | activation, % at 10 µM | hit rate 0.34% among 330,000 | AID 449763, 2010;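 active = at 10 µM dose, activation of 40% or more, normalized to positive control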;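 also: 100% = tunicamycin at 10 µg/mL and 0% = DMSO alone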
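Test system: CHO-CHOP cells, stable luciferase reporter of PERK-eIF2a-CHOP signalling | Quantity: 500 CHO-CHOP cells per well | Buffer or medium: F12 plus 10% serum | Compound dosing: 10 µM single point, 0.5% DMSO | Schedule: 6 h compound treatment, 37 °C | Signal: Luciferase luminescence | Control set: Tunicamycin high control, DMSO low control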
TIM10 inh – growth inhibitors of isogenic TIM10 control yeast, primary screen, counter-screen for tim10-1 yeast inhibitor project, luminescence, uHTS | S. cerevisiae TIM10 strain growth, BacTiter-Glo luminescence, 24 h | inhibition, % at 10 µM | hit rate 1.4% among 330,000;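 active = inhibition of 40% or more at the single tested concentration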;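 also: wild-type TIM10 isogenic control strain grown at permissive 25 °C; 0% = DMSO yeast wells and 100% = minimal medium wells without yeast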
* marks the source's active call; other numbers are inactive results; . = not tested or not shown; & = joins results of further samples. Not all compounds are listed (hit frequency here may not be typical).

#	Compound	UPR XBP1 act	APJ antag	CXCR6 inh	tim23-1 inh	tim10-1 inh	Mdm2-MdmX inh	APJ agonist	UPR CHOP act	TIM10 inh
1	CN1/C(=C\C=C2C(=O)NC(=O)NC2=O)C(C)(C)c2ccccc21	6	22	-2	18	3	6	-2	1.7	8
2	COc1ccc(CNCCc2ccc3c(c2)OCO3)c(OC)c1OC	-4	15	4	-1	-6	-19	-3	0.5	8
3	CCN(CC)S(=O)(=O)c1cc(NC(=O)C(C)N2CC=C(c3ccccc3)CC2)ccc1C (stereo not drawn)	2	-9	7	16	40*	9	-3	2.4	12
4	Cc1cccc(-n2c(O)c(C=NCCN3CCCCC3)c(=O)[nH]c2=O)c1	0	16	-4	-5	-5	15	2	-1.0	2
5	CC(=Nc1ccccc1N)c1c(O)n(C)c(=O)[nH]c1=O	-4	-29	-3	2	8	12	-1	-2.3	3
6	CN1C(=O)C(=Cc2sc(=O)n(-c3ccccc3)c2N(C)C)C(=O)N(C)C1=O	2	34	-2	29	22	8	-6	8.6	22
7	C/C(=N\N1CCCCCC1)c1c(O)n(-c2ccc(Cl)cc2)c(=O)[nH]c1=O	1	13	0	20	16	6	3	2.7	33
8	COc1cccc(C(=O)C2CCCN(Cc3ccon3)C2)c1 (stereo not drawn)	-5	10	-12	2	2	8	-2	-1.3	-4
9	Cc1ccc(NC(=O)c2snnc2C)cc1Cl	0	-12	4	17	-1	-1	4	1.5	-19
10	CCN1C(=O)C(=Cc2ccc(N3CCOCC3)o2)C(=O)N(CC)C1=S	-3	27	-1	28	27	8	-8	1.9	23
11	COC(=O)c1cncn1C(C)c1ccccc1 (stereo not drawn)	3	14	-2	1	8	15	-2	0.5	-5
12	CCC(=O)Nc1cc(C(=O)N2CCC3(CC2)OCCO3)ccc1S(=O)(=O)c1ccc(C)cc1	-6	4	-5	14	24	7	-4	-4.6	11
13	Cc1nc2cc(F)ccc2n1C1CCN(Cc2nnnn2CCc2ccccc2)CC1	0	10	2	0	20	-22	-6	1.0	10
14	Fc1ccccc1CNCCc1ccc2c(c1)OCO2	-4	4	2	1	-2	8	2	0.4	-2
15	Cc1cc(S(=O)(=O)NCc2ccccc2)ccc1OCC(=O)N1CCN(C)CC1	0	2	-1	3	-1	12	2	-0.5	-12
16	C/C(=N\NC(=O)c1ccncc1)c1c(O)[nH]c(=O)[nH]c1=O	0	-33	.	9	8	6	0	0.2	16
17	CCCn1cc(CN2CCCC(C(=O)c3cccc(OC)c3)C2)c(C)n1 (stereo not drawn)	2	-9	2	9	5	10	-4	-2.2	5
18	NC(=O)c1cn(C2OC(CO)C(O)C2O)c2ncnc(N)c12 (stereo not drawn)	1	-50	8&-8	10	4	100*	-1	-3.9	4
19	CCOC(=O)c1ccc(-[n+]2c(-c3ccccc3)cc(-c3ccccc3)cc2-c2ccccc2)cc1	-2	17	.	18	19	93*	1	12	-1
20	COC(=O)C1=C(c2cccc(OC)c2OC)C[C@@H]2CC[C@H]1N2C(=O)N1CCCC1	0	-10	-12	10	21	-21	7	1.9	12
21	CS(=O)(=O)N1CCCC(C(=O)N2CCC3(CC2)OCCO3)C1 (stereo not drawn)	1	-7	2	3	0	10	0	-1.0	-6
22	ClC(Cl)=C(c1ccc(Cl)cc1)c1ccc(Cl)cc1	-6	11	-1	11	4	-19	-7	-1.7	2
23	CCC(=NCc1ccco1)c1c(O)n(-c2ccc(Cl)cc2)c(=O)[nH]c1=O	0	11	11	17	13	-3	1	-0.7	21
24	COc1cc(OC)cc(C(=O)NC(=S)N2C[C@H]3C[C@H](C2)c2cccc(=O)n2C3)c1	0	8	2	13	1	-30	-6	1.1	2
25	CN1CCC2(CC1)C(C#N)=C(N)NC(S)=C2C#N	3&0	-20&4	-14&-5	-7&6	4&4	12&-29	-3&0	1.0&-0.5	3&5
26	CCCCN1C(=N)C(CC)(CC)C(=O)NC1=O	0	15	1	1	11	-11	-1	3.6	6
27	C=CCn1c(O)c(C(C)=NC2CC2)c(=O)[nH]c1=O	3	10	-15	0	0	-12	-3	-1.1	-3
28	CCN1C(=O)N(CC)C(=O)C2(Cc3ccccc3N3CCN(c4ccccc4)CC32)C1=O (stereo not drawn)	3	1	7	24	12	-2	-4	5.5	0
29	CCc1ccc(N2C(=O)NC(=O)/C(=C/c3ccsc3)C2=O)cc1	-2	11	.	12	10	-19	-2	-0.4	4
30	COc1ccc(OC)c(-n2c(O)c(C=Nc3c(C)n(C)n(-c4ccccc4)c3=O)c(=O)[nH]c2=S)c1	-3	3	-6	-5	-5	8	7	0.3	7
31	COC(=O)C1=C(c2ccccc2OCc2ccccc2)C[C@@H]2CC[C@H]1N2C(=O)NCCCOC(C)C	-4	10	6	26	14	12	-4	-2.7	14
32	COC(=O)c1ccccc1OP(=O)(c1cccc([N+](=O)[O-])c1)c1cccc([N+](=O)[O-])c1	3	-2	3	18	10	14	-1	0.2	16
33	C[C@]12CC[C@H](O)CC1=CCC1C2CC[C@@]2(C)C1CC[C@@H]2OCc1ccccc1 (stereo partly drawn)	0	0	-10	1	-6	20	-3	-1.1	-13
34	Nc1cccc(N=Cc2c(O)n(Cc3ccc(F)cc3)c(=O)[nH]c2=O)c1	-1	-22	0	-22	3	28	0	-0.1	-16
35	COc1ccc(-n2c(O)c(C(C)=NC3CC3)c(=O)[nH]c2=O)cc1	-7	29	6	-1	1	7	-2	-1.2	10
36	C/C(=N/O)c1ccc2ccc3ccccc3c2c1	7	-7	-10	34	12	-53	3	5.5	41*
37	O=C1NC(=O)[C@]2(Cc3ccccc3N3CCN(c4ccccc4)CC32)C(=O)N1c1ccccc1 (stereo partly drawn)	3	5	-7	23	6	9	-5	0.5	20
38	CCN(CC)C(=O)c1ccc(NC(=O)c2c(C)noc2C)cc1	2	23	-4	21	25	-14	-3	19	10
39	CC(=O)Nc1ccccc1C(=O)OCC(=O)c1ccccc1Cl	-1	7	7	21	19	-7	-3	7.5	25
40	Cc1ccc(-n2c(O)c(C=NCCN3CCNCC3)c(=O)[nH]c2=S)cc1	-2	17	-6	1	8	-25	-2	0.9	13
41	COc1ccc(-c2nc3ccccc3c(=O)o2)cc1	1	16	-1	-2	24	7	-3	9.0	23
42	CN(C)CC1CCCCC1OC(=O)Cc1ccc(Cl)c([N+](=O)[O-])c1 (stereo not drawn)	-2	11	8	3	-4	11	2	2.7	4
43	O=C(C1CC(=O)N(c2ccc(F)c(Cl)c2)C1)N1CCC2(CC1)OCCO2 (stereo not drawn)	-2	12	1	3	5	-9	0	1.7	3
44	Cc1cccc2c1=NC(=O)/C(=C/c1c(O)[nH]c(=O)[nH]c1=O)C=2	-2	1	11	11	9	6	4	2.2	-2
45	Cc1ccccc1C1=NCC(=S)Nc2ccc(Cl)cc21	-3	11	12	9	17	13	-2	-0.1	6
46	Cc1oc2ccc(OC(=O)N(C)C)cc2c1C(=O)OC(C)C	0	6	-4	36	42*	31	-3	0.8	34
47	CN(C)C(=O)Nc1cccc(OC(=O)N(C)C)c1	-1	4	-6	9	13	-2	-2	0.7	0
48	CCC(=O)N1CC(=O)Nc2ccc(F)cc2C1c1ccc(F)cc1 (stereo not drawn)	-3	6	-6	14	-20	-10	-5	-0.3	7
49	C[C@]12CC[C@H](N)CC1=CCC1C2CC[C@@]2(C)C1CC[C@@H]2O (stereo partly drawn)	-1	19	28	3	-10	41	-3	-0.9	-5
50	CCC(=NCC1CCCO1)c1c(O)n(Cc2ccccc2)c(=O)[nH]c1=O (stereo not drawn)	4	-3	6	-7	24	-19	-2	-2.1	-23
51	O=C(O)[C@H]1C[C@@H]1[C@H](NP(=O)(c1ccccc1)c1ccccc1)c1ccccc1	1	-31	6	10	-19	9	0	-1.3	5
52	CC(C)(C)C(=O)O[C@H]1CC[C@@]2(C)C(=CC(=O)C3C2CC[C@]2(C)C(=O)[C@@H](F)CC32)C1 (stereo partly drawn)	-1	3	-4	23	9	9	3	-0.4	15
53	CN1C(C(=O)N2CCC3(CC2)OCCO3)=CC(c2ccc(F)cc2)=NS1(=O)=O	-3	2	4	19	15	1	-4	2.5	-1
54	CN(C)C(=O)Oc1cccc(NC(=O)N2CCOCC2)c1	-1	-8	-8	0	5	-7	-4	-2.6	-6
55	OC1(c2cccnc2)CC2CCC(C1)N2Cc1nnnn1Cc1ccccc1 (stereo not drawn)	-2	-6	6	-12	8	-23	-4	3.9	-14
56	Cn1cccc1/C=C1/C(=O)NC(=O)N(Cc2ccc(F)cc2)C1=O	7	-29	-2	46	18	38	6	2.4	10
57	COC(=O)C1=C(c2ccccc2)C[C@@H]2CC[C@H]1N2C	-1	9	-5	-4	-3	-3	-4	-0.2	-11
58	O=C1NC(=O)C2(Cc3ccccc3N3CCCC32)C(=O)N1 (stereo not drawn)	1	0	0	5	5	-32	-3	0.2	3
59	C[N+](C)(C)CCOC(=O)CBr	-3	8	3	2	-19	-10	5	2.0	3
60	Cc1ccc(N2C(=O)NC(=O)/C(=C\c3ccc(N4CCOCC4)cc3)C2=O)cc1	1	-3	-4	12	10	-20	2	3.9	6

(next part)
#	Compound	UPR XBP1 act	APJ antag	CXCR6 inh	tim23-1 inh	tim10-1 inh	Mdm2-MdmX inh	APJ agonist	UPR CHOP act	TIM10 inh
61	Cc1cccc(CN2CCN(CC(=O)N3CCC4(CC3)OCCO4)C2=O)c1	-2	-1	-3	21	19	-9	0	0.2	-22
62	COc1ccc(NP(=O)(Oc2ccccc2OC)Oc2ccccc2OC)cc1	1	-4	6	33	41*	-7	3	-1.8	9
63	Cc1cc(OC(C)C(=O)NCc2ccncc2)c2c3c(c(=O)oc2c1)CCC3 (stereo not drawn)	-5	3	-2	-10	-3	20	0	-0.7	-1
64	CN1OC[C@@H]2COc3ccc4ccccc4c3[C@@H]21	-1	5	1	10	-5	8	-1	2.5	-13
65	Cc1nc2ccc(N3CCN(C)CC3)cc2nc1C	3	-15	-3	-4	8	-15	1	3.1	1
66	Cc1ncc(CN2CCCC(C(=O)c3cccc(Cl)c3)C2)s1 (stereo not drawn)	1	10	3	14	-52	3	-2	0.0	-13
